Luciferase inh: Firefly luciferase inhibition profiling of diverse chemical library using quantitative high-throughput screening. Potency, µM (series often up to 115 µM), without a hit: at the top dose activity change, negative = inhibition, hits mostly inhibitors. actives 2.5% (n = 76,000). purified P. pyralis luciferase, luminescence, biochemical. Luciferin 4-monooxygenase (Photinus pyralis), P08659; further: potency means the concentration at half of the fitted maximal effect; nearly all actives have a fitted effect of over 65% in size
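FLuc 10nM, D-luciferin 10uM, ATP 10uM, Mg acetate 10mM, Tris acetate pH 7.5, Tween/BSA; cpd qHTS; enzyme added last; CCD luminescence.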
IP6K1 inhibitor: Primary qHTS assay for small molecule inhibitors of Inositol hexaphosphate kinase 1 (IP6K1); IP6K1 kinase, ADP-Glo luminescence, 2 h; hits give low values; activity change, % (series mostly up to about 58 µM); actives 0.81% (n = 140,000); Inositol hexakisphosphate kinase 1 (Homo sapiens), Q92551; AID 1645851, 2021; in the data active means activity change below about -25%
Target sequence (Q92551 whole entry, looked up): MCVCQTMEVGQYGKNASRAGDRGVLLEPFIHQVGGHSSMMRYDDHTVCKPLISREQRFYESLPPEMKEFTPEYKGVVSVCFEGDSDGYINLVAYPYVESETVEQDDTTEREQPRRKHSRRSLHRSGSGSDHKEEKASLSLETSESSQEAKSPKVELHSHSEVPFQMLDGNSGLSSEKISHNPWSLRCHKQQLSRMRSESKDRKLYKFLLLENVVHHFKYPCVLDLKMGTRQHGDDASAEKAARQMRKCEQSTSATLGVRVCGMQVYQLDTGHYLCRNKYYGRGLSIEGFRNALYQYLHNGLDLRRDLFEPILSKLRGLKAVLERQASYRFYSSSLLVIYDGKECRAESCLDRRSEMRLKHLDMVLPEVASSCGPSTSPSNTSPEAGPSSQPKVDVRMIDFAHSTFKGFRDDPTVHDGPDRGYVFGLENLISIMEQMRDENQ
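ADP-Glo luminescence measures ADP made by human IP6K1 during a 2 h RT reaction with ATP/IP6 (mix at 1.3 mM/130 uM); top library doses 57.5 and 19.1 uM final.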
NIH3T3 tox: Cytotoxic Profiling in NIH 3T3 Cell Line of Diverse Libraries Using Quantitative High-Throughput Screening | NIH 3T3 viability, CellTiter-Glo ATP luminescence, 48-72 h | Potency, µM (doses to about 96.7 µM), without a hit: at the highest dose activity change, negative = cytotoxicity, most hits filed as inhibitors | actives 4.3% (n = 94,000) | AID 1345082, 2018; further: potency means the concentration at half of the fitted maximal effect; nearly all actives have a fitted effect of over 55% in size
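Cytotoxicity was measured by CellTiter-Glo ATP luminescence after 48 or 72 h compound exposure at 37 °C. Mouse NIH 3T3 fibroblasts were seeded at 400 cells/well and dosed by 23 nL pin transfer.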
GPT2 inhibitor: Primary qHTS assay for inhibitors of Glutamate pyruvate transaminase 2 (GPT2) | actives 0.25% (n = 100,000) | Recombinant GPT2, coupled pyruvate oxidase/HRP Amplex Red fluorescence | AID 1671188, 2021 | Alanine aminotransferase 2 (Homo sapiens), Q8TD30 | Potency, µM (doses to about 57.7 µM), for the others: at the highest dose activity change, negative = inhibition, actives largely listed as inhibitors; further: potency means the concentration at half of the fitted maximal effect; nearly all actives have a fitted effect of over 60% in size; many of its hits are not listed in these tables
Target sequence (Q8TD30 whole entry, looked up): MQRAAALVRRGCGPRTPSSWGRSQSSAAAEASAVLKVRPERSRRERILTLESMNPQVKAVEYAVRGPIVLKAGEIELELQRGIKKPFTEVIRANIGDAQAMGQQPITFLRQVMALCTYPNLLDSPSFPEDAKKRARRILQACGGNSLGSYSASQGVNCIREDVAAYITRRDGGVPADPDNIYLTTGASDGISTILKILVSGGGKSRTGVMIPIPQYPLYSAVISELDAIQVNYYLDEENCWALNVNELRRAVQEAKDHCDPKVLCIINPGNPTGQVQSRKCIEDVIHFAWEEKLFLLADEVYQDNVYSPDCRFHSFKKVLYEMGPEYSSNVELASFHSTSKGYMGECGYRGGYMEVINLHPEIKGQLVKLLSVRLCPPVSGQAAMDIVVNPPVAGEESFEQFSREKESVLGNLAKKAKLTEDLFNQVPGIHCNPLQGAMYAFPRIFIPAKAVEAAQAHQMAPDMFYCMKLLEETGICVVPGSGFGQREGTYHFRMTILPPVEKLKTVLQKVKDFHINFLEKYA
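Fluorescence read-out: pyruvate from GPT2 turnover coupled to pyruvate oxidase, HRP and Amplex Red (0.2mM ThPP, 0.2U/mL PO and HRP, 50uM Amplex final). Substrates 250uM a-KG, 2mM L-alanine; enzyme 10ng/uL; 30 min RT.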
HEK cytotox: Cytotoxic Profiling in HEK 293 Cell Line of Diverse Libraries Using Quantitative High-Throughput Screening; AID 1345083, 2018; HEK 293 viability, ATP luminescence (CellTiter-Glo), 48-72 h; Potency, µM (highest dose often 115 µM), without a hit: top-dose activity change, negative = cytotoxicity, usual class: inhibitors; actives 6.6% (n = 94,000); further: potency means the concentration at half of the fitted maximal effect; nearly all actives have a fitted effect of over 60% in size
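Luminescence from cellular ATP, measured with CellTiter-Glo, indicates HEK 293 viability. Cells plated at 250 cells/well are treated with compound for 48 or 72 hr at 37 degree Celsius before reagent addition.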
SNCA expr inh: Primary qHTS assay for inhibitors of alpha-synuclein gene (SNCA) expression | HEK-293 SNCA-luciferase knock-in, luminescence, 24 h | Potency, µM (doses to about 57.2 µM), inactives show at the top dose activity change, negative = inhibition, most hits filed as inhibitors | actives 0.17% (n = 140,000) | AID 1671194, 2021;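 further: potency means the concentration at half of the fitted maximal effect; plate controls were DMSO cells for no effect and cell-free wells for full effect; nearly all actives have a fitted effect of over 45% in size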
HEK293 viab: GF-AFC viability counterscreen for inhibitors of alpha-synuclein gene (SNCA) expression; HEK-293-SNCA-luc viability, GF-AFC fluorescence, 24 h; Potency, µM (highest dose often 57.1 µM), inactives show top-dose activity change, negative = cytotoxicity, usual class: cytotoxic; actives 0.12% (n = 150,000); AID 1671193, 2021;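 further: potency means the concentration at half of the fitted maximal effect; 0% = DMSO-treated cells and -100% = medium-only wells without cells; nearly all actives have a fitted effect of over 30% in size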
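HEK-293-SNCA-luc cells (1500/well) plated 24 h, then exposed 24 h to a dilution series; GF-AFC added 30 min at 37C, fluorescence 405/540 nm; normalised to medium-only and DMSO wells, Hill fit.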
Numbers without * were called inactive; i = inactive; ? = inconclusive; / = no result given; [ ] = another dose, or the depositor's remark. Unless noted, the call rests on the fitted dose curve; in most records, active means well fitted curve in the direction sought with a large enough effect; inconclusive means small, poorly fitted or top-dose-only effect, or another doubt; inactive means no such curve, though single readings can be large; an effect the other way counts as inactive or inconclusive. Unless noted, on the % scale 0 is the no-effect control and ±100 the full control effect.

mol	Luciferase inh	IP6K1 inhibitor	NIH3T3 tox	GPT2 inhibitor	HEK cytotox	SNCA expr inh	HEK293 viab
O=C(NC1CC(=O)N(CCc2cccc(Cl)c2)C1)c1ccsc1 (configuration not stated)	1%	2	3%	-15%	-3%	9%	-1%
CC(C)N1C[C@H](O)C[C@H]1c1nnc2n1CCN(C(=O)C1CCOCC1)CC2	-4%	-3	-9%	i	-2%	71%[activator]	-15%
COc1ccc(Cl)cc1NC(=O)N1CCC(CN2CCCCCC2)CC1	/	14	/	/	/	-1%	9%
Cc1cccc(-n2ncc(C(=O)NCc3ccccn3)c2C2CCN(C(=O)OC(C)(C)C)CC2)c1	/	-8	/	/	/	42%[activator]	5%
Cc1ccc(-c2nnn3c2nc(NCCc2ccc(Cl)cc2)c2ccccc23)cc1	/	9	/	/	/	49%[activator]	4%
COc1ccc(C(=O)N2CCC(n3cc(-c4nc(C5CC5)no4)nn3)C2)cc1 (configuration not stated)	-6%	-1	?	-18%	?	4%	-11%
CC(C)(C)OC(=O)N1CCCC(n2c(=O)[nH]c3cccnc32)C1 (configuration not stated)	1%[172 µM]	14	-5%[138 µM]	-7%[88.5 µM]	-19%[172 µM]	20%[87.6 µM]	?
CCC(O)(C(=O)OCc1ccccc1NC(=O)CCC(=O)O)C(C)O (configuration not stated)	/	1	/	?	/	/	8%
O=C(c1nnc(CNC2CCOCC2)n1Cc1ccccc1)N1CCC[C@@H]1c1ccc(Br)cc1	-1%	-18	?	-1%	-24%	2%	5%
CCCN(c1ccc(C(C)C)cc1)S(=O)(=O)c1ccc2c(c1)oc(=O)n2CC(=O)OCC	/	-8	/	/	/	-22%	3%
COc1ccc(CCNC(=O)CCn2c(=O)c3ccccc3n(Cc3ccccc3)c2=O)cc1OC	/	18	/	/	/	40%[activator]	-16%
Cn1cc(CC(=O)N2CCCc3ncc(C(=O)NCc4ccccc4)cc32)c2ccccc21	6%[172 µM]	12	?	-29%[88.5 µM]	?	-30%[87.6 µM]	?
O=C(CN1CC2CC(C1)[C@H]1CCCC(=O)N1C2)NCc1ccc(F)cc1F (some centres not stated)	-3%	13	i	i	2%	11%	3%
COc1cccc(CN2CCc3nc(Nc4ccc5c(c4)OCCO5)ncc3C2)c1	/	18	/	/	/	109%[activator]	-3%
COc1cccc(-c2nc3c(C#N)c[nH]n3c2NC2CCCCC2)c1	/	11	/	/	/	16%	10%

Some of the entries so far, field by field:
COc1ccc(C(=O)N2CCC(n3cc(-c4nc(C5CC5)no4)nn3)C2)cc1 (configuration not stated)
  Luciferase inh: -6% | IP6K1 inhibitor: -1 | NIH3T3 tox: ? | GPT2 inhibitor: -18% | HEK cytotox: ? | SNCA expr inh: 4% | HEK293 viab: -11%

CC(C)(C)OC(=O)N1CCCC(n2c(=O)[nH]c3cccnc32)C1 (configuration not stated)
  Luciferase inh: 1%[172 µM] | IP6K1 inhibitor: 14 | NIH3T3 tox: -5%[138 µM] | GPT2 inhibitor: -7%[88.5 µM] | HEK cytotox: -19%[172 µM] | SNCA expr inh: 20%[87.6 µM] | HEK293 viab: ?

CCC(O)(C(=O)OCc1ccccc1NC(=O)CCC(=O)O)C(C)O (configuration not stated)
  Luciferase inh: / | IP6K1 inhibitor: 1 | NIH3T3 tox: / | GPT2 inhibitor: ? | HEK cytotox: / | SNCA expr inh: / | HEK293 viab: 8%

O=C(c1nnc(CNC2CCOCC2)n1Cc1ccccc1)N1CCC[C@@H]1c1ccc(Br)cc1
  Luciferase inh: -1% | IP6K1 inhibitor: -18 | NIH3T3 tox: ? | GPT2 inhibitor: -1% | HEK cytotox: -24% | SNCA expr inh: 2% | HEK293 viab: 5%

More results
mol	Luciferase inh	IP6K1 inhibitor	NIH3T3 tox	GPT2 inhibitor	HEK cytotox	SNCA expr inh	HEK293 viab
CCn1cnnc1CC1CCN(C(=O)C2CC2)CC1	0%	1	-8%	i	-4%	5%	4%
Cc1cnc(CC2CCN(S(=O)(=O)Cc3ccccc3)C2)n1C(C)C (configuration not stated)	-1%	-10	2%	-15%	-5%	12%	-11%
CC1CCN(S(=O)(=O)c2cc(C(=O)Nc3ccc(Br)cc3F)n(C)c2)CC1	/	-3	/	/	/	?	6%
CN1CCC(N2CC[C@H](c3nc4ccc(C(F)(F)F)cc4[nH]3)C2)CC1	-11%[172 µM]	7	89µM*	i	?	-11%[87.6 µM]	-1%[87.6 µM]
CCN1C(=O)CCN(C(=O)c2cccc(C#N)c2)CC12CCOCC2	5%	2	0%	?	-3%	-4%	3%
CN(Cc1ccccc1C(F)(F)F)C(=O)Cc1ccccn1	-9%[172 µM]	-8	-11%[138 µM]	-1%[88.5 µM]	0%[172 µM]	18%[87.6 µM]	8%[87.6 µM]
C=CCOc1c(OC)ccc2c1CN(C1CCCC1)C(=O)CCN2C[C@@H](O)COCc1ccccc1	/	-12	?	/	?	/	/
Cn1cccc1C(=O)N1CCCCC1c1nc(-c2cnccn2)n[nH]1 (configuration not stated)	-4%	-5	4%	?	9%	-10%	-4%
CCc1nc(-c2ccccc2)n2cc[nH]c(=O)c12	6%	-2	-7%	i	7%	11%	-10%
C[C@@H](NC(=O)c1cccnc1)c1c(-c2ccc(F)cc2)noc1C(=O)O	-8%[172 µM]	14	1%[138 µM]	-2%[88.5 µM]	5%[172 µM]	1%[87.6 µM]	-7%[87.6 µM]
CC(C)c1ccc([S+](=O)([O-])c2nnn3c2nc(N2CCC(F)CC2)c2ccccc23)cc1	/	15	1%	i	i	-4%	0%
CN(CCc1noc(C2CC2)n1)C(=O)[C@H]1CNC[C@@H](C(=O)N2CCCC2)C1	8%	-4	i	3%	-3%	?	0%
COCCOCC(=O)N1CCC2(CC1)CC(N(Cc1ccc(F)cc1)C1CC1)CCO2 (configuration not stated)	0%	-2	-1%	i	-1%	-23%	-6%
COCCC1(N(C)C)CCN(C(=O)C2CC2)CC1	-4%	-12	-5%	?	-2%	-25%	-27%
COc1cc(OC)c(NC(=O)CCNS(=O)(=O)c2ccc3c(c2)oc(=O)n3C)cc1Cl	/	-15	/	/	/	-9%	5%
CC(C)c1noc(-c2cccn3c(CNC(=O)c4c(F)cccc4Cl)nnc23)n1	6%	3	-6%	i	i	8%	5%
C[C@H](C(=O)NC1CCCC1)N(C(=O)Cn1nnc(-c2ccc3c(c2)OCO3)n1)C1CCCCC1	/	-3	/	i	/	/	-23%
CC(C)C[C@H](NC(=O)CNC(=O)c1cc(Cl)ccc1Cl)B(O)O	/	/	/	i	/	0.54µM*	?
CCOc1ccc(CC(=O)NCCc2csc(-c3ccc(C)cc3)n2)cc1	/	-14	/	/	/	22%	-6%
CC(=O)N1CCN(C(=O)c2ccccc2N2CCOCC2)CC(O)C1 (configuration not stated)	1%	25	1%	-9%	i	49%[activator]	5%
CCc1ccccc1NC(=O)c1cc(S(=O)(=O)N2CCc3ccccc32)ccc1F	/	-7	/	/	/	4%	2%
C=CCN1CCN(C(=O)CCc2nc(C3CCCN3C(=O)NCC)no2)CC1 (configuration not stated)	3%	6	-5%	-13%	0%	-2%	7%
O=C1[C@@H]2C[C@@H](CN2C(=O)c2ccno2)Oc2ccccc2N1Cc1ccc(OC(F)(F)F)cc1	-3%	3	?	3%	?	-17%	6%
Cc1ccc(C2Cn3nnc(C(=O)N4CCC(C(=O)NC(C)C)CC4)c3CO2)cc1 (configuration not stated)	20µM*	-3	i	3%	-2%	57%[activator]	-4%
COc1cccc(NC(=O)c2cc3c(N(C)Cc4ccccc4)nc(C)cn3n2)c1	1%	8	-19%	-21%	-7%	6%	-10%
C=C1Cc2c(Cl)cc3[nH]c4c5c3c2[C@@]2(O)[C@@H]1C[C@@H]2C(C)(C)O[C@H]5C1CC[C@@]2(O)[C@@]35O[C@@H]3[C@H]3OC(C)(C)[C@H]3O[C@H]5CC[C@]2(C)[C@@]41C (some centres not stated)	/	-8	/	i	/	/	0%[23.9 µM]
CC(=O)N1CCN(c2ccc3nnc(C)n3n2)CC1	/	-3	-11%[138 µM]	/	i	/	/
O=C1N(Cc2ccccc2)C[C@H]2CN(Cc3cccs3)CCN12	-11%[172 µM]	-5	-16%[138 µM]	1%[88.5 µM]	-19%[172 µM]	-1%[87.6 µM]	2%[87.6 µM]
Cc1nn2c(c1-c1cccnc1N1CCOCC1)N(Cc1ccc3c(c1)CCO3)CCC2	14%[172 µM]	9	45µM*	5%[88.5 µM]	-23%[172 µM]	3%[87.6 µM]	-2%[87.6 µM]
COC[C@@H]1CN(C(=O)c2occc2C)C[C@H]1c1nc(C)no1	-17%	-2	-25%	-2%	-1%	50%[activator]	3%
CCCN(CCC)S(=O)(=O)c1ccc(C(=O)Nc2cccc(-c3nc4ccccc4[nH]3)c2)cc1	/	30	/	/	/	-24%	-26%
O=C(c1ccccc1)N1CC(Oc2ccc(F)cc2F)C1	/	2	-20%	?	-13%	135%[activator]	-14%
CN(C)C(=O)c1cccnc1OC1CCN(S(=O)(=O)c2cccc(C(F)(F)F)c2)C1 (configuration not stated)	11%	2	-15%	i	-14%	-10%	-2%
CCCS(=O)(=O)c1c(S(=O)(=O)CCC)c2cc(CC)ccn2c1C(=O)c1ccc(Cl)cc1	/	2	/	/	/	0%	20%
O=C(COc1ccc(F)cc1)N1CCN(c2cc(-c3ccccc3)[nH]n2)CC1	-10%	0	?	i	?	-8%	1%
CNC(=O)Nc1ccc(C2(C(=O)NC(C)C)CCC2)cc1	-2%	26	i	i	7%	-1%	-4%
Cc1cccc(-n2c(-c3ccco3)nc3c(cnn3-c3ccc(F)cc3)c2=O)c1	/	-3	/	/	/	?	-14%
COc1ccc(S(=O)(=O)NCC(c2ccco2)S(=O)(=O)c2cccs2)cc1F (configuration not stated)	/	18	/	/	/	10%	-8%
CCCCNC(=O)c1ccc2c(c1)N(C(=O)c1ccc(OC)cc1)CC2	-5%	-3	?	?	?	17%	?
CN1C(=O)C(CC(=O)NCC2CCCCC2)Sc2ncccc21 (configuration not stated)	6%	23	-4%	2%	4%	4%	3%
O=C1c2c(nc(CNCc3cccc(Cl)c3)n2Cc2ccccc2)NCCN1CCOc1ccccc1	-9%	-5	?	1%	?	5%	4%
Cc1ccc(-n2nc3c(N4CCC(C(=O)N(C)Cc5ccccc5)CC4)nnc(C)c3c2C)cc1	/	15	/	/	/	5%	-13%
O=S(=O)(c1cccc(F)c1)N1CCC(OC2CCN(Cc3ccccc3)CC2)CC1	-2%	-10	-26%	i	-5%	-10%	-6%
Cc1ccccc1Nc1c(-c2ccsc2)nc2c(C)cccn12	/	27	/	/	/	?	?
